# M1 PAM: human CHRM1 positive allosteric modulation | CHO-K1 hM1, Fluo-8 calcium fluorescence, ACh EC20; 0% = ACh EC20, 100% = maximal ACh | activation, % at 3 µM | 0.088% of 360,000 active | AID 588819; in the data active = activation above about 19%, passing the limit was not always enough
# TAAR1 antag: antagonists of human TAAR1; CHO RD-HGA16 TAAR1, Fluo-8 calcium fluorescence, antagonist; Q96RJ0; inhibition, % at 3 µM; 1.5% of 360,000 active;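 active = inhibition above a per-plate cutoff, the mean inhibition of test compounds on that plate plus 3 SD, cut at about 49% in these data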;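 note: 0% = DMSO plus EC80 beta-PEA response and 100% = DMSO alone without agonist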
# Target sequence (Q96RJ0 whole entry, looked up): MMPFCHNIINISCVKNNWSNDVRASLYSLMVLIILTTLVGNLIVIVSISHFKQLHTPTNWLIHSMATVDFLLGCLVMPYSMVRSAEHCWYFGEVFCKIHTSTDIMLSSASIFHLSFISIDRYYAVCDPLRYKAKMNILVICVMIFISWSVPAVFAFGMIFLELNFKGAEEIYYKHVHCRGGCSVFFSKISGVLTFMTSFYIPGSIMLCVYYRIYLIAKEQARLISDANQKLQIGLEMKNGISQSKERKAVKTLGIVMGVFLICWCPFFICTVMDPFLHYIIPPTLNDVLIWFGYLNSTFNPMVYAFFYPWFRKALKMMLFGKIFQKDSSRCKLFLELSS
#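 Assay system: RD-HGA16 CHO cells with stable hTAAR1 and Gα16 / Reagent: EC80 β-phenethylamine stimulus / Doses: 3 µM, single point / Timing: dye loading 75 min at 37 °C, then 30 min room temperature / Measured by: Fluo-8 intracellular calcium dye fluorescence, real-time kinetic reads / Controls: vehicle wells and EC80 agonist wells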
# OXTR agonist: activates the human oxytocin receptor; AID 2435; 0.32% of 320,000 active; CHO-OTR cells, Fluo-8 calcium fluorescence; normalized: DMSO 0%, oxytocin 100%; activation, % at 3 µM; P30559;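 active = activation above the mean of all tested compounds plus 3 SD, cutoff set per screening run, cut at about 20% in these data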;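 note: peak over basal fluorescence ratio from a 100 s FLIPR kinetic read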
# Target sequence (P30559 whole entry, looked up): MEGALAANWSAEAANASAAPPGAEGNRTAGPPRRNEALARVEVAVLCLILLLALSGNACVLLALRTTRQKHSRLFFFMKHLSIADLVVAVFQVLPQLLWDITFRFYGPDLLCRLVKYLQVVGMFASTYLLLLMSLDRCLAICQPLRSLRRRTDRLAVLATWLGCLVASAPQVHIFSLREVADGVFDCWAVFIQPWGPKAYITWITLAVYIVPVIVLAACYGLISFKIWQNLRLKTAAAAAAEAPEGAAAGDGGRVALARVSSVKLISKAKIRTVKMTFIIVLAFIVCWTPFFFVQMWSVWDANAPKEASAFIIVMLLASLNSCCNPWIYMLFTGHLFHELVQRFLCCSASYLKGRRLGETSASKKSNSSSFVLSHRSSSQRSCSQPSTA
# M1 antag: antagonists of human M1 muscarinic receptor; P11229; 1.3% of 360,000 active; CHO-K1 hM1, Fluo-8 calcium fluorescence, ACh EC80 antagonist; inhibition, % at 3 µM;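 active = percent inhibition above its own plate's cutoff, namely the mean of that plate's compound wells plus 3 SD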;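 note: peak over basal fluorescence ratio during 140 s after agonist addition; 0% = ACh EC80 plus DMSO and 100% = DMSO alone without agonist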
# OXTR potentiator: potentiators of human oxytocin receptor; activation, % at 3 µM; P30559; AID 2445; 0.061% of 320,000 active; CHO-OTR cells, Fluo-8 calcium fluorescence, potentiator mode; 0% = oxytocin EC15, 100% = EC100;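 active = activation above that plate's cutoff, the mean activation of tested compounds plus 3 SD, cut at about 6.6% in these data, passing the limit was not always enough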;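 note: 100% uses oxytocin at 75 nM as the full agonist control; some results filed as inactive read as strong as hits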
#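 System: human OTR in CHO cells; Also added: sub-maximal oxytocin, roughly EC15; Timing: compound 6 min at room temperature before oxytocin, 100 s read; Technique: Fluo-8 intracellular calcium fluorescence, ex 470-495, em 515-575 nm; Controls: oxytocin EC15 low and EC100 high; Replication: singlicate.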
# TAAR1 ag: human TAAR1 agonism; CHO RD-HGA16 TAAR1, Fluo-8 calcium fluorescence; vehicle wells 0%, saturating PEA agonist 100%; Q96RJ0; 0.99% of 360,000 active; activation, % at 3 µM;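 active = activation above the mean activation of all test compounds in the run plus 3 SD, cut at about 38% in these data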
#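 Assay system – CHO-derived RD-HGA16 cells with stable Gα16 and human TAAR1 · Compound dosing – one-point dosing at 3 µM (nominal) · Incubation – 17-24 h seeding, 75 min 37 °C dye, 30 min RT · Measured by – kinetic Fluo-8 calcium fluorescence · Control set – DMSO vehicle as 0%, PEA at EC100 as 100% · Repeats – single well for each compound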
# M1 ag: agonists of human M1 muscarinic receptor; 0.33% of 360,000 active; CHO-K1 hM1, Fluo-8 calcium fluorescence, agonist mode; 0% DMSO, 100% acetylcholine EC100; activation, % at 3 µM;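 active = activation above the run's mean compound activation plus 3 SD, cut at about 16% in these data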;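 note: peak over basal fluorescence ratio within a 140 s kinetic read after compound addition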
# CHO parental Ca: signal in parental CHO cells, OX1R antagonist counter-screen. parental CHO-K1, ATP-induced calcium, Fluo-8 fluorescence. inhibition, % at 5.6 µM. 0.63% of 330,000 active. AID 463079;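 active = inhibition above that plate's mean sample inhibition plus 3 SD, cut at about 26% in these data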;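 note: 0% = ATP-challenged DMSO wells and 100% = DMSO wells without ATP; some compounds past the cut are filed as inactive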
#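 Assay system: untransfected parental CHO cell line. Also added: ATP agonist challenge. Dosing: one dose, 5.6 µM nominal. Measured by: Fluo-8 fluorescence. Read-out: % inhibition. Benchmarks: ATP wells versus no-ATP DMSO wells. Repeats: no replicates.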
# V1aR counter: counter-screen for oxytocin receptor agonists: human V1a receptor agonists; 0.25% of 320,000 active; activation, % at 3 µM; CHO-V1R cells, Fluo-8 calcium fluorescence, agonist mode; 0% DMSO, 100% 3 nM vasopressin; P37288;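 active = activation above the mean activation of all tested compounds plus 3 SD, per screening run, cut at about 20% in these data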;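 note: signal is peak over basal fluorescence ratio across a 100 second FLIPR read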
# * marks the source's active call; other numbers are inactive results; . = no result given.
# Letter code: A = M1 PAM; B = TAAR1 antag; C = OXTR agonist; D = M1 antag; E = OXTR potentiator; F = TAAR1 ag; G = M1 ag; H = CHO parental Ca; I = V1aR counter
(1) COc1ccc(C)cc1S(=O)(=O)N(C)CC(=O)N1CCCC1
  A: -1; B: -1; C: -0.5; D: 1; E: -3; F: 0; G: -1; H: -17; I: -0.1

(2) Cc1cccc(-n2c(SCC(=O)Nc3ncc(Cl)cc3Cl)nc3ccccc32)c1
  A: 1; B: 1; C: -0.9; D: 4; E: -3; F: 11; G: -2; H: -2; I: 0.6

(3) Cc1ccc(S(=O)(=O)Nc2cccnc2)cc1
  A: 7; B: -4; C: 0.7; D: -1; E: -16; F: 12; G: -3; H: -6; I: 1.8

(4) C/C=C(/C)C(=O)O[C@@H]1[C@H](OC(=O)C=C(C)C)c2c(ccc3ccc(=O)oc23)OC1(C)C
  A: 11; B: -4; C: -0.5; D: -10; E: -11; F: 9; G: -1; H: -6; I: -1.4

(5) Cc1cc(=O)[nH]c(SCc2cn3ccccc3n2)n1
  A: 7; B: 7; C: 0.4; D: -12; E: 0; F: 0; G: -3; H: -7; I: -0.5

(6) Cc1nn(-c2ccccc2)c(C)c1/C=N/n1c(-c2ccncc2)n[nH]c1=S
  A: 1; B: -6; C: -1.0; D: 13; E: -5; F: 47*; G: 12; H: -18; I: 1.1

(7) CCOC(=O)c1cc(S(=O)(=O)N(C)Cc2ccccc2)cn1C
  A: -14; B: -12; C: -0.8; D: 16; E: 0; F: -3; G: -2; H: -12; I: 1.5

(8) CN(CC(=O)NCc1cccs1)CC(=O)Nc1ccccc1Cl
  A: 9; B: -3; C: .; D: -7; E: .; F: 2; G: -3; H: .; I: .

(9) CN1CCN(C(c2ccc(Br)cc2)c2cc(Cl)c3cccnc3c2O)CC1 (configuration not stated)
  A: 7; B: -13; C: 2.2; D: -10; E: -5; F: 69*; G: -3; H: 12; I: 3.4

(10) O=C(N/N=C/c1cc2c(cc1Br)OCO2)c1c[nH]c2ccccc12
  A: -4; B: -1; C: -0.5; D: -1; E: -6; F: 4; G: 0; H: -3; I: 1.4

(11) Cc1nnsc1C(=O)N1CCN(c2ccc(C#N)cn2)CC1
  A: 8; B: -39; C: 0.7; D: -7; E: -5; F: 5; G: -7; H: -22; I: 0.9

(12) O=C(O)CCN1/C(=C/C=Nc2ccccc2)Oc2ccccc21
  A: -1; B: 6; C: 0.4; D: -8; E: -6; F: 5; G: -3; H: -11; I: 0.5

(13) COc1ccccc1C(C)N(C)Cc1nc(COc2ccccc2)no1 (configuration not stated)
  A: 8; B: 19; C: -0.8; D: -4; E: -5; F: -2; G: -4; H: -23; I: -1.2

(14) O=C1Nc2cc(Br)ccc2C1(O)c1ccccc1O (configuration not stated)
  A: 1; B: -1; C: 0.8; D: 5; E: -7; F: 2; G: -7; H: -5; I: 2.2

(15) Cc1ccc([N+](=O)[O-])cc1NC(=O)Nc1cccc(F)c1
  A: -21; B: -1; C: .; D: 34; E: .; F: 8; G: 4; H: .; I: .

(16) Cc1ccc(NC(=S)N(CCN2CCCCC2)Cc2ccco2)cc1
  A: -9; B: 0; C: 0.0; D: 7; E: 1; F: 1; G: -12; H: -12; I: 0.4

(17) Cc1ccc(S(=O)(=O)N(C)C[C@@H]2OCc3ccccc3-c3c(n(C)c4ccccc34)C(=O)N([C@H](C)CO)C[C@@H]2C)cc1
  A: 9; B: -29; C: .; D: -15; E: .; F: 1; G: 0; H: .; I: .

(18) COc1ccc(S(=O)(=O)Nc2c(C)n(C)n(-c3ccccc3)c2=O)cc1Br
  A: 20; B: -1; C: -0.1; D: -22; E: -14; F: 3; G: -2; H: -18; I: 1.4

(19) Clc1ccc(-c2cc(COc3ccc4ccccc4c3)no2)cc1
  A: 6; B: -9; C: 0.0; D: -19; E: -6; F: 6; G: -2; H: -3; I: -0.3

(20) COCCn1c(SCC(=O)Nc2nc(C)cs2)nnc1C(C)C
  A: 4; B: -7; C: 0.2; D: -2; E: 0; F: 2; G: -5; H: 11; I: 0.8

(21) O=C(CC1NCCNC1=O)Nc1ccccc1 (configuration not stated)
  A: 5; B: 2; C: 0.2; D: 1; E: -4; F: 2; G: 1; H: -1; I: 0.0

(22) Cc1ccc(C(=O)NNC(=O)c2nn(-c3ccc(F)cc3)ccc2=O)cc1
  A: -6; B: -8; C: -0.1; D: 17; E: 0; F: 2; G: -3; H: -4; I: -0.5

(23) Cn1ncc(C#N)c1/N=C/N1CCOCC1
  A: 6; B: 0; C: 0.5; D: -16; E: -3; F: 9; G: -2; H: 16; I: -0.2

(24) CC(C)c1ccc(N2C(=NC(=O)C3CC3)SC3CS(=O)(=O)CC32)cc1 (configuration not stated)
  A: 2; B: -5; C: -0.3; D: -3; E: -3; F: 2; G: -2; H: -5; I: 0.6

(25) O=C(NCc1ccccc1Cl)C1CCC(CNc2nc(=S)[nH]c3ccccc23)CC1 (configuration not stated)
  A: 3; B: -14; C: 1.5; D: 1; E: -11; F: 3; G: -4; H: -23; I: 3.8

# A few values from the results shown.
# compound 10 – OXTR agonist = -0.5
# compound 3 – CHO parental Ca = -6

# Continuation:
# Letter code: A = M1 PAM; B = TAAR1 antag; C = OXTR agonist; D = M1 antag; E = OXTR potentiator; F = TAAR1 ag; G = M1 ag; H = CHO parental Ca; I = V1aR counter
(26) CCCCCCn1nc(C(=O)N(CC(C)C)c2c(N)n(CCCC)c(=O)[nH]c2=O)c2ccccc2c1=O
  A: 2; B: -30; C: -1.4; D: -6; E: -6; F: -3; G: -4; H: -25; I: -0.1

(27) C=CCSc1nnc(CCc2ccccc2)n1N
  A: 14; B: -5; C: .; D: -11; E: .; F: 1; G: 0; H: .; I: .

(28) CCOc1ccc2sc(NS(=O)(=O)c3ccc(N)cc3)nc2c1
  A: 8; B: -6; C: -0.7; D: -8; E: -21; F: 1; G: -2; H: -2; I: -0.1

(29) O=C(CCCC(=O)OCC1CCCO1)OCC1CCCO1 (configuration not stated)
  A: 19; B: -6; C: 1.4; D: -21; E: -3; F: 6; G: 3; H: 5; I: 0.2

(30) CN1OC(c2ccccc2)=C(CO)C1c1ccccc1 (configuration not stated)
  A: 9; B: -1; C: 0.0; D: -5; E: 3; F: 1; G: -7; H: -11; I: -0.2

(31) O=C(Oc1ccccc1N1CCOCC1)c1sccc1Br
  A: 10; B: -14; C: -0.8; D: -16; E: -4; F: -2; G: 2; H: -13; I: -0.5

(32) CCNC(=S)Nc1nc2c(cc1C(=O)OCC)CCCC2
  A: 4; B: -12; C: 6.8; D: -4; E: -15; F: 0; G: -7; H: -8; I: 6.3

(33) COc1ccc(C(=O)C2CCCN(C(=O)CCc3scnc3C)C2)c(C)c1 (configuration not stated)
  A: 10; B: 6; C: 2.6; D: -9; E: -17; F: 4; G: -7; H: -10; I: 3.8

(34) O=C(NC(=S)Nc1cccnc1Cl)c1ccc(F)cc1
  A: -1; B: 5; C: -0.6; D: 0; E: 1; F: -5; G: -6; H: -2; I: 0.3

(35) COc1cc(/C=N/NC(=O)C(NC(=O)c2ccccc2)c2n[nH]c(=O)c3ccccc23)ccc1OCC(N)=O (configuration not stated)
  A: -6; B: 0; C: 1.5; D: 18; E: 3; F: 5; G: 0; H: -9; I: 1.4

(36) CC(C)COc1ccc(C(=O)OCCN2CCOCC2)c(O)c1
  A: 1; B: 1; C: 4.9; D: -7; E: -11; F: 14; G: -4; H: -10; I: 2.4

(37) Cc1ccc(CCNS(=O)(=O)c2cnc[nH]2)cc1
  A: 8; B: 3; C: 0.6; D: -25; E: -17; F: 7; G: -1; H: -19; I: 0.1

(38) CC1CN(Cc2cc(=O)n3ccsc3n2)CC(C)O1 (configuration not stated)
  A: 4; B: -11; C: 3.5; D: -26; E: -4; F: 40*; G: -2; H: -18; I: 3.1

(39) CC(NC(=O)COC(=O)[C@@H]1CCCN1S(=O)(=O)c1ccccc1F)C12CC3CC(CC(C3)C1)C2 (some centres not stated)
  A: -2; B: 5; C: -1.1; D: 2; E: -9; F: 4; G: -6; H: -16; I: 2.1

(40) CCOc1ccc(C(OC(=O)c2ccco2)C(=O)NCc2ccc(C)cc2)cc1 (configuration not stated)
  A: 12; B: 10; C: -0.2; D: -14; E: -17; F: 11; G: 0; H: -11; I: 2.7

(41) COc1ccc(S(=O)(=O)N2CCC(C)CC2)cc1N(C)S(=O)(=O)c1ccccc1
  A: 1; B: -6; C: -0.9; D: -2; E: -7; F: -1; G: -2; H: -9; I: 2.9

(42) Cc1cc(C)n(Cc2ccc(C(=O)O)o2)n1
  A: 2; B: -7; C: -0.1; D: -2; E: 2; F: 3; G: -2; H: 5; I: 2.2

# Reformatted: eleven of the compounds above.
no. | SMILES | M1 PAM | TAAR1 antag | OXTR agonist | M1 antag | OXTR potentiator | TAAR1 ag | M1 ag | CHO parental Ca | V1aR counter
32 | CCNC(=S)Nc1nc2c(cc1C(=O)OCC)CCCC2 | 4 | -12 | 6.8 | -4 | -15 | 0 | -7 | -8 | 6.3
33 | COc1ccc(C(=O)C2CCCN(C(=O)CCc3scnc3C)C2)c(C)c1 (configuration not stated) | 10 | 6 | 2.6 | -9 | -17 | 4 | -7 | -10 | 3.8
34 | O=C(NC(=S)Nc1cccnc1Cl)c1ccc(F)cc1 | -1 | 5 | -0.6 | 0 | 1 | -5 | -6 | -2 | 0.3
35 | COc1cc(/C=N/NC(=O)C(NC(=O)c2ccccc2)c2n[nH]c(=O)c3ccccc23)ccc1OCC(N)=O (configuration not stated) | -6 | 0 | 1.5 | 18 | 3 | 5 | 0 | -9 | 1.4
36 | CC(C)COc1ccc(C(=O)OCCN2CCOCC2)c(O)c1 | 1 | 1 | 4.9 | -7 | -11 | 14 | -4 | -10 | 2.4
37 | Cc1ccc(CCNS(=O)(=O)c2cnc[nH]2)cc1 | 8 | 3 | 0.6 | -25 | -17 | 7 | -1 | -19 | 0.1
38 | CC1CN(Cc2cc(=O)n3ccsc3n2)CC(C)O1 (configuration not stated) | 4 | -11 | 3.5 | -26 | -4 | 40* | -2 | -18 | 3.1
39 | CC(NC(=O)COC(=O)[C@@H]1CCCN1S(=O)(=O)c1ccccc1F)C12CC3CC(CC(C3)C1)C2 (some centres not stated) | -2 | 5 | -1.1 | 2 | -9 | 4 | -6 | -16 | 2.1
40 | CCOc1ccc(C(OC(=O)c2ccco2)C(=O)NCc2ccc(C)cc2)cc1 (configuration not stated) | 12 | 10 | -0.2 | -14 | -17 | 11 | 0 | -11 | 2.7
41 | COc1ccc(S(=O)(=O)N2CCC(C)CC2)cc1N(C)S(=O)(=O)c1ccccc1 | 1 | -6 | -0.9 | -2 | -7 | -1 | -2 | -9 | 2.9
42 | Cc1cc(C)n(Cc2ccc(C(=O)O)o2)n1 | 2 | -7 | -0.1 | -2 | 2 | 3 | -2 | 5 | 2.2
